Compound activity deposited in PubChem BioAssay by several laboratories.
MazF activator: activators of E. coli MazEF toxin-antitoxin RNase, primary screen, biochemical, fluorescence, uHTS; activation, % at 20 µM; FAM/BHQ RNA-DNA oligo cleavage fluorescence, 5 h; 0.32% of 350,000 active; AID 504720, 2011; Endoribonuclease toxin MazF (Escherichia coli (strain K12)), P0AE70; in the data active = activation above about 50%
Target sequence (P0AE70 whole entry, looked up): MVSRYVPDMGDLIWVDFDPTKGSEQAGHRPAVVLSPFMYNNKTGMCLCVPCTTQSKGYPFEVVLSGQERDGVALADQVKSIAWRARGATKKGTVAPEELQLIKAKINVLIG
PrPC TRFRET: inhibitors of human cell surface prion protein PrPC, primary screen, cell-based, TR-FRET | Major prion protein (Homo sapiens), P04156 | TR-FRET read-out | inhibition, % at 13.8 µM | 0.43% of 370,000 active; in the data active = inhibition above about 24%; note: 0% = median of the test wells and 100% = reference compound wells
FadD28 binding: inhibitors of FadD28 bisubstrate probe binding, primary screen, biochemical, fluorescence polarization, single point; Mycobacterium tuberculosis FadD28 fatty-acid-AMP ligase; inhibition, % at 12.5 µM; 0.22% of 360,000 active; AID 588549, 2011; in the data active = inhibition above about 8.5%, passing the limit was not always enough; inconclusive = no clear call, values can overlap the other calls
Mtb FBA inh: Mtb FBA enzyme inhibitors, primary screen, biochemical, fluorescence, strain H37Rv; Fructose-bisphosphate aldolase (Mycobacterium tuberculosis (strain ATCC 25618 / H37Rv)), …; purified M. tuberculosis FBA, fluorescence read-out; inhibition, % at 1 µM; 2.3% of 360,000 active; AID 588726, 2011; in the data active = inhibition above about 27%;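 note: 0% = vehicle and 100% = reference inhibitor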
Target sequence (P9WQA3 whole entry, looked up): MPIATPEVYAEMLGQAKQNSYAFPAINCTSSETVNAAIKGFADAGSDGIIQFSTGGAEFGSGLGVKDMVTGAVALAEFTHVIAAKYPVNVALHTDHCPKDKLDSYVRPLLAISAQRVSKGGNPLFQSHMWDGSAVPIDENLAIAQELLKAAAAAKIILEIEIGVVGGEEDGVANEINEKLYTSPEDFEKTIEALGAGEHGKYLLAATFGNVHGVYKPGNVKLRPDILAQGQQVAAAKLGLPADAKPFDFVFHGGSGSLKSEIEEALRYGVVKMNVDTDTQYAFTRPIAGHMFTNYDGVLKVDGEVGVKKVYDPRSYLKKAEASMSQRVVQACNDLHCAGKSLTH
BioA inh: M. tuberculosis BioA enzyme inhibitors, primary screen, biochemical, plate reader, single point, HTS; AID 602481, 2012; 0.096% of 360,000 active; purified M. tuberculosis BioA enzyme; inhibition, % at 9.99 µM; in the data active = inhibition above about 40%; inconclusive = no clear call, values can overlap the other calls
Rv3671c inh: Rv3671c serine protease inhibitors, primary screen, biochemical, fluorescence polarization, M. tuberculosis H37Rv; 0.048% of 320,000 active; inhibition, % at 5.96 µM; P9WHR9; in the data active = inhibition above about 38%;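 note: extracellular domain of Rv3671c used as enzyme; 0% = enzyme with DMSO and 100% = no enzyme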
GDH-TPI inh: GDH-TPI coupling enzyme inhibitors, primary screen, artefact control for M. tuberculosis FBA inhibitor project, biochemical, absorbance, full deck. GDH-TPI coupled enzyme counterscreen, NADH absorbance. inhibition, % at 4.8 µM. 1.2% of 360,000 active; in the data active = inhibition above about 30%;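 note: 0% = DMSO wells and 100% = wells lacking the enzyme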
BoNT F protease: BoNT/F light chain protease inhibitors, primary screen, biochemical, flow cytometry, MLPCN library; inhibition, % at 10 µM; AID 588497, 2011; 0.22% of 360,000 active; Botulinum neurotoxin type F light chain protease (Clostridium botulinum); Multiplex microsphere protease cleavage assay; in the data active = inhibition above about 35%, passing the limit was not always enough; inconclusive = no clear call, values can overlap the other calls; note: plate controls were buffer without enzyme for full effect and enzyme alone for no effect
UGM FP inh: M. tuberculosis UGM enzyme inhibitors, primary screen, biochemical, fluorescence polarization, single point; purified UGM, fluorescence polarization probe displacement; 0.06% of 320,000 active; inhibition, % at 10 µM; UDP-galactopyranose mutase (Mycobacterium tuberculosis (strain ATCC 25618 / H37Rv)), …; in the data active = inhibition above about 10%, passing the limit was not always enough; inconclusive = no clear call, values can overlap the other calls
Target sequence (P9WIQ1 whole entry, looked up): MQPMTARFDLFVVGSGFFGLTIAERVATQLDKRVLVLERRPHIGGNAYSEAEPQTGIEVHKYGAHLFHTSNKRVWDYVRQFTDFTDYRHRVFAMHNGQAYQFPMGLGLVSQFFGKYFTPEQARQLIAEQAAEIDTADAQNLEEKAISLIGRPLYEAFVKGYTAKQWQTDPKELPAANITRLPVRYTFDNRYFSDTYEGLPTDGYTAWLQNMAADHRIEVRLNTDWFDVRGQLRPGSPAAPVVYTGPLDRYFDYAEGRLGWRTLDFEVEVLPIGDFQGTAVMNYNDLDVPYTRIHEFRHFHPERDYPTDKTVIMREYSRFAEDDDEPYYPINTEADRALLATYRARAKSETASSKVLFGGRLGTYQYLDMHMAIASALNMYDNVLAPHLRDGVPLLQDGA
* = called active by the depositor; u = inconclusive; x = not tested or not shown; & = joins results of further samples.

SMILES | MazF activator | PrPC TRFRET | FadD28 binding | Mtb FBA inh | BioA inh | Rv3671c inh | GDH-TPI inh | BoNT F protease | UGM FP inh
CN(CC(=O)Nc1ccccc1Cl)C(=O)CSc1nnc(N)s1 | 3 | 3 | -0.3 | -1 | 0.0 | -7 | 6 | 1 | 2.9
C=CCNCc1ccccc1[N+](=O)[O-] | 2 | -3 | -1.2 | 1 | 1.5 | -2 | 3 | -1 | 2.8
CCN(CC)C(=O)c1ccc(S(=O)(=O)Cc2ccc(C)cc2)c([N+](=O)[O-])c1 | -3 | -15 | -1.7 | 0 | 0.2 | -4 | -4 | 9 | -1.6
Cc1nnc2n1NC(c1ccc(Cl)cc1)C(C(=O)N1CCC(C)CC1)S2 (stereo not given) | 4 | 5 | -3.2 | 4 | -1.1 | -2 | -11 | -4 | 2.5
CC1CCC2(CC1)NC(=O)N(CC(=O)Nc1ccc(N3CCCCC3)cc1)C2=O (stereo not given) | 6 | -2 | -2.7 | -3 | -2.1 | x | -5 | 3 | x
CCOC(=O)C1(Cc2cccc(OC)c2)CCN(CC(O)CO)CC1 (stereo not given) | 11 | 8 | -4.7 | -5 | -1.5 | 10 | 0 | -4 | 2.8
COc1ccc(N(C(=O)c2ccccc2OC)C2C=CS(=O)(=O)C2)c(OC)c1 (stereo not given) | -14 | 4 | -0.4 | -2 | -1.4 | 4 | 6 | -5 | -0.5
COc1ccccc1CNC(=O)Cc1ccc(Br)cc1 | 7 | 6 | -3.1 | 2 | x | -9 | 4 | 4 | 0.9
CCc1ccccc1OCC(=O)Nc1ccc(F)c(S(=O)(=O)N2CCOCC2)c1 | 1 | 9 | -3.1 | 2 | x | x | -9 | 7 | x
C#CCCOC(=O)N1C2=NC(C(=O)OC)=C(C(=O)OC)[C@@H]3N(C)c4ccc(OC)cc4[C@]23C[C@H]1C(=O)OC | -1 | -4 | -0.2 | 6 | -1.0 | -1 | 11 | 0 | 0.8
O=C(CN1CCN(C(=O)c2cccc(S(=O)(=O)N3CCCC3)c2)CC1)Nc1ccccc1Cl | 8 | -13 | -3.0 | -4 | 1.3 | -4 | -2 | -9 | x
COc1ccccc1-c1nc(SCC(=O)N(C)c2ccccc2)c2c(=O)n(C)c(=O)n(C)c2n1 | -11 | 3 | -0.2 | 5 | x | -2 | 9 | -4 | 2.6
O=[N+]([O-])c1ccc(/C=N/n2c(-c3ccccc3)n[nH]c2=S)cc1 | 2 | -17 | -1.8 | 0 | 0.1 | 2 | 6 | u | 2.2
CCn1c(-c2ccncc2)n[nH]c1=S | 3 | 4 | -4.0 | -1 | 0.1 | 1 | 5 | -3 | 1.8
CC(=O)c1cccc(NC(=O)c2ccc(N(C)S(C)(=O)=O)cc2)c1 | -2 | -3 | -1.2 | -5 | 12 | -3 | 8 | 12 | -0.8
OCCN(Cc1ccccc1)Cc1ccc(F)c(F)c1 | 3 | x | -2.2 | 3 | x | 3 | -7 | 3 | 5.2
CCCCC1=CC2=C(c3ccco3)C(=O)C(C)(OC(=O)c3ccc(OC)cc3)C(=O)C2=CN1C(CO)CO (stereo not given) | -40 | 8 | -0.3 | 5 | -2.0 | 10 | 14 | -13 | 2.8
Cc1ccc(SCCC(=O)Nc2nccs2)cc1 | 12 | 13 | -1.3 | 4 | x | 3 | 4 | -15 | -2.2
COc1ccc(OC(=O)c2cccc(S(=O)(=O)N3CC(C)OC(C)C3)c2)cc1 (stereo not given) | 0 | -3 | -3.8 | -2 | -1.4 | 0 | -4 | -2 | x
COC(=O)c1ccccc1NC(=O)c1ccccc1SC | 0 | -11 | -1.3 | 2 | -0.8 | -5 | 6 | -2 | 0.4
COc1ccccc1NC(=O)c1c(C)nc2ccccc2c1C(=O)O | 10 | 1 | -2.2 | -4 | -1.2 | -5 | -15 | 0 | -1.4
COc1cc(C(=O)Nc2nnc(C(F)(F)F)s2)c([N+](=O)[O-])cc1OC | 4 | 1 | 0.1 | -2 | -0.6 | -3 | 5 | -4 | -0.4
O=C(NCc1cccc(C(F)(F)F)c1)c1ccc2nc([C@H]3C[C@H](O)[C@@H](CO)O3)[nH]c2c1 | x | 4 | 1.1 | 3 | -1.6 | x | -2 | 0 | x
CN(C)c1ccc(CNC(=O)C2(C)Cc3c(-c4ccc(N(C)C)cc4)ccnc3O2)cc1 (stereo not given) | x | 8 | -0.1 | 46* | -0.7 | x | 30 | -5 | x
C[C@@H]1CN([C@@H](C)CO)C(=O)c2cc(C#Cc3ccccc3)cnc2O[C@@H]1CN(C)Cc1ccccn1 | -8 | -4 | 1.0 | 1 | -0.6&-1.2&-1.1 | x | -12 | 0 | x
(cont.)
SMILES | MazF activator | PrPC TRFRET | FadD28 binding | Mtb FBA inh | BioA inh | Rv3671c inh | GDH-TPI inh | BoNT F protease | UGM FP inh
Cc1cc2c(n1-c1ccc(Cl)cc1)CC(C)(C)CC2=O | -4 | 1 | -1.0 | 0 | 7.1 | 9 | 5 | -6 | -1.6
O=C1c2ccccc2-c2cccc(C(=O)N3CCN(C(=O)c4ccccc4)CC3)c21 | 5 | -31 | -3.3 | -1 | x | 3 | 4 | -5 | -1.6
CC1(C)NCCN2C(=O)CSC21 (stereo not given) | 0 | 0 | -4.1 | 2 | 0.0 | -1 | 13 | -17 | 5.9
O=C(CCc1ccccc1)NNC(=O)C1CCCCC1 | 3 | 1 | -3.3 | 1 | x | 0 | 5 | -14 | -0.4
N#CCNC(=O)C1CC(=O)N(CCc2ccc(F)cc2)C1 (stereo not given) | 1 | 7 | -3.0 | -3 | 0.4 | 6 | 11 | u | 1.3
N#C/C(=N\Nc1ccc(Cl)c(Cl)c1)C(=O)C1CC1 | -8 | 12 | 2.5 | 66* | 3.1 | 9 | 18 | x | 0.3
CCOC(=O)c1ccc(CNCc2ccc(C)cc2)cc1 | -5 | 4 | 0.4 | 4 | x | -2 | -3 | -8 | 2.3
O=C(N/N=C\c1ccc(Cl)s1)c1ccc(Cn2cccn2)o1 | 4 | 4 | 0.8 | -1 | x | -10 | 37* | -7 | -3.7
CCN1C(=O)[C@H]2[C@@H](c3ccc(C)cc3)N3C(=O)N(c4ccccc4)C(=O)[C@@]3(CC)[C@H]2C1=O | 4 | -3 | 0.1 | 0 | -2.5 | 0 | -3 | 5 | -0.2
COc1cc(C(C)=O)ccc1COc1ccc(C(=O)OCC(=O)NC(C)(C)C)cc1OC | 10 | -1 | -0.4 | 3 | x | 0 | -3 | 1 | 0.4
CCc1nnc(NC(=O)CN2CCOCC2)s1 | -7 | 6 | 0.1 | 0 | x | 4 | 7 | -10 | -2.0
COCCCN1C(=O)C(=O)/C(=C(/O)c2ccc(S(=O)(=O)N3CCOCC3)cc2)C1c1ccc(C(C)C)cc1 (stereo not given) | -3 | 2 | -2.1 | 1 | 0.2 | -3 | 8 | 2 | 0.8
C(=N/Nc1nccs1)/c1cccnc1 | 21 | 2 | -3.2 | -1 | x | -2 | 11 | -5 | -0.4
Cc1cc(S(=O)(=O)N2CCOCC2)ccc1OCC(=O)Nc1ccc(Br)cc1F | 3 | -3 | -1.2 | 2 | -0.4 | 12 | 11 | -34 | -5.9
CCN(C(=O)COc1ccc(F)cc1Br)c1c(N)n(Cc2ccccc2)c(=O)[nH]c1=O | 7 | 4 | -2.8 | -3 | -2.4 | 3 | 1 | 0 | 0.5
O=C(COC(=O)COc1ccc(Cl)cc1Br)NC1CCCCCC1 | 1 | -3 | -0.8 | 0 | -1.1 | 5 | 3 | 4 | -2.7
CN(C)c1nc(NCc2ccccc2)nc(N/N=C/c2ccc3c(c2)OCO3)n1 | 12 | 2 | -2.8 | -2 | x | 8 | 9 | -3 | 0.9
COCCN(C(=S)Nc1cccc(C)c1)C(C)c1cccnc1 (stereo not given) | 2 | 1 | -0.5 | 5 | -4.3 | 6 | 10 | 3 | 0.8
Cc1nn(CCC#N)c(NC(=O)c2ccccc2)c1P(=O)(Nc1ccc(Br)cc1)N1CCOCC1 (stereo not given) | 6 | 6 | -1.7 | -2 | x | -5 | 3 | 1 | -1.9
Cc1cc(C)cc(OC(=O)c2cccnc2)c1 | -4 | -8 | -0.5 | 2 | 0.7 | 7 | 3 | -3 | 0.0
COc1ccc(OC)c(NS(=O)(=O)c2cccs2)c1 | 5 | -8 | -4.2 | -9 | -2.8 | 2 | -6 | 5 | -3.4
O=C1CC(N2CCN(Cc3ccc4c(c3)OCO4)CC2)C(=O)N1c1ccccc1 (stereo not given) | 4 | x | -0.1 | 2 | -1.4 | -10 | -8 | 7 | -1.8
Cc1c(Br)cc(C(=O)N2CCN(CCO)CC2)c(C)c1C | 8 | -2 | -4.4 | -2 | -1.0 | 11 | -11 | -5 | 0.3
Cc1cc(C)nc(NC(=O)c2cccs2)n1 | 7 | 3 | -2.9 | -2 | 0.9 | 7 | 2 | -3 | 1.1
CCN(CC)c1ccc(C2C3CCCCC3(O)CCN2CC(=O)Nc2ccccc2)cc1 (stereo not given) | -1 | -5 | -1.4 | 0 | 0.4 | 5 | -2 | 2 | 0.3

Molecules above with fluorine:
SMILES | MazF activator | PrPC TRFRET | FadD28 binding | Mtb FBA inh | BioA inh | Rv3671c inh | GDH-TPI inh | BoNT F protease | UGM FP inh
CCc1ccccc1OCC(=O)Nc1ccc(F)c(S(=O)(=O)N2CCOCC2)c1 | 1 | 9 | -3.1 | 2 | x | x | -9 | 7 | x
OCCN(Cc1ccccc1)Cc1ccc(F)c(F)c1 | 3 | x | -2.2 | 3 | x | 3 | -7 | 3 | 5.2
COc1cc(C(=O)Nc2nnc(C(F)(F)F)s2)c([N+](=O)[O-])cc1OC | 4 | 1 | 0.1 | -2 | -0.6 | -3 | 5 | -4 | -0.4
O=C(NCc1cccc(C(F)(F)F)c1)c1ccc2nc([C@H]3C[C@H](O)[C@@H](CO)O3)[nH]c2c1 | x | 4 | 1.1 | 3 | -1.6 | x | -2 | 0 | x
N#CCNC(=O)C1CC(=O)N(CCc2ccc(F)cc2)C1 (stereo not given) | 1 | 7 | -3.0 | -3 | 0.4 | 6 | 11 | u | 1.3
Cc1cc(S(=O)(=O)N2CCOCC2)ccc1OCC(=O)Nc1ccc(Br)cc1F | 3 | -3 | -1.2 | 2 | -0.4 | 12 | 11 | -34 | -5.9
CCN(C(=O)COc1ccc(F)cc1Br)c1c(N)n(Cc2ccccc2)c(=O)[nH]c1=O | 7 | 4 | -2.8 | -3 | -2.4 | 3 | 1 | 0 | 0.5

Fetched one by one from the list above (2):
SMILES | MazF activator | PrPC TRFRET | FadD28 binding | Mtb FBA inh | BioA inh | Rv3671c inh | GDH-TPI inh | BoNT F protease | UGM FP inh
COCCCN1C(=O)C(=O)/C(=C(/O)c2ccc(S(=O)(=O)N3CCOCC3)cc2)C1c1ccc(C(C)C)cc1 (stereo not given) | -3 | 2 | -2.1 | 1 | 0.2 | -3 | 8 | 2 | 0.8
Cc1c(Br)cc(C(=O)N2CCN(CCO)CC2)c(C)c1C | 8 | -2 | -4.4 | -2 | -1.0 | 11 | -11 | -5 | 0.3
